Source: PubChem BioAssay (SRMLSC)
SKBR3 24h inh = SK-BR-3 proliferation inhibitors, primary screen, cell-based, human, 24 h; hit rate 0.47% among 41,000; SK-BR-3 viability, CellTiter-Glo ATP luminescence; stronger effect = lower value; AID 847, 2007; viability, % at 10 µM;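 active = viability at or below the median of all test compounds minus 3 SD, in both replicates if run twice, cut at about 45% in these data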;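 note: 100% = median untreated cell wells and 0% = median positive control drug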
* = called active by the depositor; & = joins results of further samples.

SMILES	SKBR3 24h inh
COc1ccccc1-n1c(SCC(=O)Nc2ccc3c(c2)OCO3)nc2c(c1=O)SCC2	101
O=c1nc2s/c(=C\c3ccco3)c(=O)n2nc1Cc1ccccc1	103
CCOC(=O)Nc1ccc(C(=O)NCC2CCCO2)cc1 (stereo not drawn)	92
Cc1ccc(/C(C#N)=C\c2cn(C)c3ccccc23)cc1	75
COc1ccc(C)cc1NC(=O)COCC(=O)O	140
CC1CC2(C)Oc3ccccc3C3OCC1(CO)C(C)C32 (stereo not drawn)	93
CN(Cc1ccccc1)C(=O)CN(C1CCCCC1)S(C)(=O)=O	108
CC1(C)CC(=O)C2=C(C1)OC(N)=C(C#N)C2c1cccc(OC(=O)c2ccco2)c1 (stereo not drawn)	89
N#Cc1nc(-c2ccco2)oc1NCCCN1CCOCC1	103
CCc1cc(=O)oc2c(C)c(O)c(CN(C)C)cc12	93
Oc1ccccc1C1Nc2cccc3cccc(c23)N1	115
Cc1nc(N)nc(C)c1Cc1ccccc1	116
CC1CCCN(c2nc3ccccc3nc2C(C#N)C(=O)OC2CCCCC2)C1 (stereo not drawn)	76
CCn1cc(C(=O)NC2CCCCCC2)c2cc(OC)c(OC)cc2c1=O	82
CC1(C)NC(=O)N(CC(O)COc2cc3ccccc3cc2C(=O)N2CCCCC2)C1=O (stereo not drawn)	90
COCCOC(=O)C1=C(C)N=C2SCCC(=O)N2C1c1cc(Br)ccc1OC (stereo not drawn)	86
Cc1ccc(C)c(OCC(=O)Nc2ccc3c(c2)OCO3)c1	83
CCOC(=O)c1ccccc1NC(=O)CSc1nnc(COc2ccccc2C)n1C	98
CN(C)c1ccc(-c2nnn(CC(=O)N3c4ccccc4CCc4ccccc43)n2)cc1	84
CCOc1ccccc1NC(=O)CCS(=O)(=O)c1cccc2nonc12	84
COC(=O)c1ccccc1NC(=O)N1CSC[C@H]1C(=O)OC	83
Cc1nc2sc(C(c3cccs3)N3CCC4(CC3)OCCO4)c(O)n2n1 (stereo not drawn)	87
COC(=O)C(NC(=O)c1ccco1)(Nc1nc(C)cs1)C(F)(F)F (stereo not drawn)	77
CCc1c(C)c2cc(Cl)c(O)c(CN(C)C)c2oc1=O	92
O=C(CCSc1ccccc1)NCCSc1ccccn1	103

Single values from the entries so far.
COc1ccc(C)cc1NC(=O)COCC(=O)O in SKBR3 24h inh → 140
CCOc1ccccc1NC(=O)CCS(=O)(=O)c1cccc2nonc12 in SKBR3 24h inh → 84
Cc1ccc(C)c(OCC(=O)Nc2ccc3c(c2)OCO3)c1 in SKBR3 24h inh → 83
CN(Cc1ccccc1)C(=O)CN(C1CCCCC1)S(C)(=O)=O in SKBR3 24h inh → 108
COC(=O)c1ccccc1NC(=O)N1CSC[C@H]1C(=O)OC in SKBR3 24h inh → 83
Cc1nc2sc(C(c3cccs3)N3CCC4(CC3)OCCO4)c(O)n2n1 (stereo not drawn) in SKBR3 24h inh → 87
CC1(C)CC(=O)C2=C(C1)OC(N)=C(C#N)C2c1cccc(OC(=O)c2ccco2)c1 (stereo not drawn) in SKBR3 24h inh → 89

(listing goes on)
SMILES	SKBR3 24h inh
Cc1ccc2[nH]c(=O)c(CN(Cc3ccco3)C(=O)c3cccs3)cc2c1	103
CCOC(=O)c1ccccc1NC(=O)COC(=O)c1ccc(C)c(S(=O)(=O)N2CCOCC2)c1	96
O=C(CCn1nc(-c2ccccc2)ccc1=O)N1CCN(c2ccccn2)CC1	106
Cc1cc(-c2nnco2)c(C)n1-c1ccc(F)cc1	84
CC(C)(C)n1nnnc1C(c1cccnc1)N1CCN(C2CCCCC2)CC1 (stereo not drawn)	71
CN(C(=O)c1ccccn1)c1nnc(-c2cccnc2)s1	98
CN(c1nc2c(c(=O)n(C)c(=O)n2C)n1CC(=O)c1ccccc1)C1CCCCC1	97
O=C(c1noc2c1CCCC2)N1CCN(c2ccc(F)cc2)CC1	71
O=C(Nn1c(C2CCC2)nc2ccccc2c1=O)C1CCC1	70
C=CCNC(=O)c1ccc(OC)cc1OC	89
CC1CCCCN1C(=O)Nc1cccc(Cl)c1 (stereo not drawn)	94
CCOc1ccc(C2NC(=O)c3ccccc3O2)cc1 (stereo not drawn)	62
Cc1ccc(-n2c(SCC(N)=O)nnc2-c2ccccn2)cc1	64
Cc1cc(NC(=O)Cn2nnc3sc4c(c3c2=O)CCC(C(C)(C)C)C4)no1 (stereo not drawn)	95
CN(C)c1nc(C(=O)Nc2ccccc2)nc(N(C)C)n1	90
COc1ccc(NC(=O)CSc2nnc(-c3ccco3)n2C)cc1	102
CCCC(=O)Nn1cnc2c(c1=O)C1(CCCC1)Cc1ccccc1-2	92
COc1ccc2c(c1)C1(Nc3ccccc3-c3nc4ccccc4n31)C(=O)N2C (stereo not drawn)	91
CSc1nnc(-c2cnccn2)n1Cc1ccccc1	82
Cc1cc(F)ccc1S(=O)(=O)Nc1ccccc1C(=O)Nc1ccc2[nH]c(=O)[nH]c2c1	102
COc1ccc(S(=O)(=O)N(C(C)=O)c2ccc3oc(=O)sc3c2)cc1	95
CCN(CC)C(=O)c1cc(-c2ccc(Br)cc2)on1	89
COc1ccc2occ(C(=O)c3ccc(N=C(C)N(C)C)cc3)c2c1	86
CC(=O)Nc1cc(C(F)(F)F)ccc1OCC1CCCO1 (stereo not drawn)	117
CCOC(=O)N1CCC(N2Cc3cccc(C(=O)N4CC(C)CC(C)C4)c3C2=O)CC1 (stereo not drawn)	75

(next part)
SMILES	SKBR3 24h inh
O=C(Nc1ccccc1C(=O)N1CCCC1)C1CCN(c2ncccn2)CC1	99
COC(=O)c1ccc(CNC(=O)COc2ccccc2Br)o1	93
Clc1ccc(Cl)c(OCCN2CCOCC2)c1	89
CCOc1cccc(C(=O)Nc2cccc(-c3nnc(-c4ccc(C)cc4)o3)c2)c1	71
CN(Cc1nc(-c2ccccn2)no1)S(=O)(=O)c1ccccc1	92
O=C(CCC(=O)N1CCCC1)Nc1nnc(C2CCCCC2)s1	100
Cc1ccnc(N2CCCC(C(=O)Nc3cc(F)ccc3C)C2)n1 (stereo not drawn)	117
O=C(Nc1c(F)c(F)c(F)c(F)c1F)C1CCCCC1	101
Cc1csc(NC(=O)c2c(O)c3cccc4c3n(c2=O)CCC4)n1	87
CCn1c(SCC(=O)c2cc(OC)ccc2OC)nnc1C1CC1	130
COc1cccc(N2CCN(C3CC(=O)N(c4ccc(Cl)cc4)C3=O)CC2)c1 (stereo not drawn)	72
Cc1cnc(Nc2nc3ccccc3o2)nc1C(=O)Nc1cccc(C(F)(F)F)c1	94
COc1ccc(OC)c(C2C(C(=O)c3ccc(C)o3)=C(O)C(=O)N2CCCN2CCOCC2)c1 (stereo not drawn)	118
CS(=O)(=O)N1CCc2cc(-c3csc(NCC4CCCO4)n3)ccc21 (stereo not drawn)	92
COCCN1C(=O)c2oc3cc(C)c(C)cc3c(=O)c2C1c1ccc(O)cc1 (stereo not drawn)	84
COC(=O)c1ccc(NCC(=O)c2ccccc2)cc1	91
CCOC(=O)/C(C#N)=C1/C=CN(C)C=N1	95
CC(COc1cccc2ccccc12)CN1CCN(C)CC1 (stereo not drawn)	77
COc1cccc(NS(=O)(=O)c2ccc(OC)c(OC)c2)c1	85
Cc1cc(C(F)(F)F)nc(SCC(=O)Nc2cc(C)on2)n1	101
CCOC(=O)c1sc(NC(=O)CCn2nnc3ccccc32)c(C(=O)OCC)c1C	89
CN1C(=O)SC(Nc2ccccc2C(=O)O)C1=O (stereo not drawn)	89
CCCCCOC(=O)C1=C(C)N(C)C(=O)NC1c1cc(Br)c(O)c(OC)c1 (stereo not drawn)	87
CCSc1nc(=S)n(CC)c(C)c1C(C)=O	96
N#CC1=C(N)Oc2n[nH]c(-c3ccccc3)c2C1c1cccnc1 (stereo not drawn)	105

The list goes on:
SMILES	SKBR3 24h inh
CCCNC(=O)c1c(N)n(-c2cccc(OC)c2)c2nc3ccccc3nc12	96
CC1CCC(C(C)C)C(OC(=O)COC(=O)c2ccc(=O)[nH]c2)C1 (stereo not drawn)	83
C=CCn1c(SCC(=O)Nc2sc(C)c(C)c2C(=O)OCC)nnc1-c1sc(N)nc1C	99
CC1CCCC(C)N1C(=O)CSc1nnc(C2CCCCC2)o1 (stereo not drawn)	112
CC1=C/C(=C\c2ccc3c(c2)OCO3)C(=O)S1	78
COC(=O)c1ccccc1NS(=O)(=O)c1ccc(O)c(C(=O)O)c1	97
CC(C)c1nnc(NC(=O)C2CCCN2S(=O)(=O)c2ccc(Cl)cc2)s1 (stereo not drawn)	92
N#C/C(C(=O)N1CCOCC1)=C1/SC(Cc2ccccc2)C(=O)N1c1ccccc1 (stereo not drawn)	83
COc1cc2[nH]c3c(N4CCC(C(N)=O)CC4)ncnc3c2cc1OC	97
Cc1ccc(C)c(OCc2nnc(NC(=O)c3ccco3)s2)c1	90
Cc1cccc(NC(=O)CCCCCN2C(=O)c3ccccc3C2=O)n1	88
COC(=O)c1ccc(NC(=O)C2C3C=CC(O3)C2C(=O)O)cc1 (stereo not drawn)	90
Cc1cc(N2C(=O)CCC2=O)n(-c2ccccc2)n1	89
Nc1nc(NC(=O)c2cccs2)nn1-c1ccccc1	95
CN(C)S(=O)(=O)N1CCN(S(=O)(=O)c2ccccc2)CC1	129
Cc1ccc(CC(=O)NCC(C)C)cc1	86
CCc1ccccc1OCc1nnc(N)s1	104
CCCn1nnc(NC(=O)c2sc3ccccc3c2Cl)n1	92
CCC1(C(=O)OC)NC(c2cccc(F)c2)C2C(=O)N(C)C(=O)C21 (stereo not drawn)	72
CCOC(=O)c1c(C)oc2c1c(C=NC1CCS(=O)(=O)C1)c(O)c1ccccc12 (stereo not drawn)	56
O=C(NCCN1CCCC1)C1CC(=O)N(C2CCCCC2)C1 (stereo not drawn)	101
CCCc1nnc(SCC(=O)N2CCCC(C)C2)n1CCCOC (stereo not drawn)	97
CCOC(=O)N1CCN(C(=O)c2ccc(Cl)c(S(=O)(=O)Nc3ccccc3)c2)CC1	89
CC1(C)CC(=O)C2=C(C1)Oc1ncn3nc(-c4cccnc4)nc3c1C2c1ccccc1 (stereo not drawn)	82
COc1cccc(CNC(=O)CCS(=O)(=O)c2cccc3nsnc23)c1	108

Structural class, the compounds so far containing fluorine (10)
SMILES	SKBR3 24h inh
COC(=O)C(NC(=O)c1ccco1)(Nc1nc(C)cs1)C(F)(F)F (stereo not drawn)	77
Cc1cc(-c2nnco2)c(C)n1-c1ccc(F)cc1	84
O=C(c1noc2c1CCCC2)N1CCN(c2ccc(F)cc2)CC1	71
Cc1cc(F)ccc1S(=O)(=O)Nc1ccccc1C(=O)Nc1ccc2[nH]c(=O)[nH]c2c1	102
CC(=O)Nc1cc(C(F)(F)F)ccc1OCC1CCCO1 (stereo not drawn)	117
Cc1ccnc(N2CCCC(C(=O)Nc3cc(F)ccc3C)C2)n1 (stereo not drawn)	117
O=C(Nc1c(F)c(F)c(F)c(F)c1F)C1CCCCC1	101
Cc1cnc(Nc2nc3ccccc3o2)nc1C(=O)Nc1cccc(C(F)(F)F)c1	94
Cc1cc(C(F)(F)F)nc(SCC(=O)Nc2cc(C)on2)n1	101
CCC1(C(=O)OC)NC(c2cccc(F)c2)C2C(=O)N(C)C(=O)C21 (stereo not drawn)	72

The listing continues:
SMILES	SKBR3 24h inh
COc1ccc(-c2cc3ccc(OCc4nn[nH]n4)cc3oc2=O)cc1	88
CC(C)c1nc2ccccc2c2nnc(SCC(=O)NCc3ccco3)n12	84
O=C(Cn1nnc(-c2ccccc2)n1)Nc1ccccc1N1CCOCC1	69
CCOc1ccc(-c2nnc3sc(COc4ccc(C)cc4)nn23)cc1	93
Clc1ccc(Cn2ncc3c(N4CCCCC4)ncnc32)c(Cl)c1	75
CCCCn1nnnc1SCC(=O)Nc1ccc2c(c1)OCO2	70
COc1cccc(OC)c1C(=O)Nc1ccccc1C(=O)N1CCOCC1	81
CC(C)C(=O)N1CCN(c2nc(-c3ccccc3)c3c(c2C#N)CCCC3)CC1	70
COc1ccc(S(=O)(=O)NCc2ccccc2Cl)cc1OC	101
COc1cccc(-n2c(Cc3cc(=O)[nH]c(=O)[nH]3)nnc2SCC(=O)N2CCC(C)CC2)c1	75
Cc1ncc(CC(=O)n2cc(C(=O)c3cc(Cl)ccc3O)cn2)s1	108
Cc1cc(=O)oc(C)c1C(=O)NC1CC(C)(C)NC(C)(C)C1	129
Cc1ccc(CN(C(=O)c2c(F)cccc2F)C2CC(C)(C)NC(C)(C)C2)o1	86
CSc1ccc(C(=S)N2CCN(C)CC2)cc1	92
O=C(Cc1cccs1)Nc1ccc(-c2nnn(CC(=O)N3CCOCC3)n2)cc1	93
COc1cccc(-c2cc(C(=O)Nc3cc(C)n(Cc4ccc(Cl)cc4)n3)no2)c1	57
Cc1ccc(-c2csc3ncn(-n4c(C)ccc4C)c(=O)c23)o1	73
Cc1cccc2cc(C#N)c(N3CCCC3)nc12	85
Cc1sc2c(=O)n3c(nc2c1C(=O)NCCCN1CCOCC1)CCCCC3	92
CCCCn1c(SCC(=O)Nc2cccc(C)n2)nnc1-c1ccco1	87
CCn1c(SC)nnc1-c1nnc(SC)n1CC	84
CCN(CC)c1ccc2cc(-c3nc4ccccc4[nH]3)c(=O)oc2c1	42*
O=C(CCCOc1ccccc1)Nc1ccc(S(=O)(=O)N2CCOCC2)cc1	87
CC(C(=O)O)c1ccc(-c2ccccc2)c(F)c1 (stereo not drawn)	89&84
CCS(=O)(=O)N1CCCC(C(=O)NCc2ccc(C)cc2)C1 (stereo not drawn)	73

For reference, part of the list above.
SMILES	SKBR3 24h inh
COc1ccccc1-n1c(SCC(=O)Nc2ccc3c(c2)OCO3)nc2c(c1=O)SCC2	101
O=c1nc2s/c(=C\c3ccco3)c(=O)n2nc1Cc1ccccc1	103

Pulled by compound from the list above, two records:
SMILES	SKBR3 24h inh
CCCCn1c(SCC(=O)Nc2cccc(C)n2)nnc1-c1ccco1	87
O=C(Cn1nnc(-c2ccccc2)n1)Nc1ccccc1N1CCOCC1	69

(list continues)
SMILES	SKBR3 24h inh
Cc1nnc(NC(=O)C2COc3ccccc3O2)s1 (stereo not drawn)	93
O=C1CC(N2CCSCC2)C(=O)N1CCc1ccccc1 (stereo not drawn)	77
C=C(C)CSc1nc(N)c2c(C)c(C)sc2n1	82
O=C(CCC1COc2ccccc2O1)Nc1cccnc1 (stereo not drawn)	83
CCCN(CCC)CCCNC(=O)c1cn(CCOC)c(=O)c2c1c1ccccc1n2C	85
COCCN(C(C)=O)c1nnc(-c2cnccn2)s1	85

A portion of the library; the hit share may differ from the screen's.
